NCI-60 one-dose screen, 48 h, at 10 µM unless noted. Numbers give growth in % (100 = growth as untreated, 0 = no growth, -100 = all killed).
K-562: K-562 leukemia | 7.4% of 78,000 active | AID 1794777
MDA-MB-435: MDA-MB-435 melanoma | 7.8% of 82,000 active | AID 1794794
MOLT-4: MOLT-4 leukemia cells. 6.9% of 80,000 active
HOP-62: HOP-62 NSCLC | 3.9% of 80,000 active | AID 1794735
SR: SR leukemia cells; 8.7% of 73,000 active; AID 1794780
CCRF-CEM: CCRF-CEM leukemia | 7% of 77,000 active | AID 1794778
RPMI-8226: RPMI-8226 leukemia cells. 7.5% of 77,000 active
MDA-MB-468: MDA-MB-468 breast cancer. 8.5% of 78,000 active. AID 2202374
* = called active by the depositor; nt = no result given; & = joins results of further samples. How the source made its calls: active means growth percent below 10; inactive means the rest.

smiles	K-562	MDA-MB-435	MOLT-4	HOP-62	SR	CCRF-CEM	RPMI-8226	MDA-MB-468
O=C1CCC23C=CC(O2)C2(Nc4ccccc4NC2=O)c2c(Cl)cccc2N13 (centres undefined)	102	107	96	100	92	108	101	108
C=CCNc1ccc2c3c(cccc13)C(=O)N(c1ccc(/C(=C(\C)c3ccccc3)c3ccccc3)cc1)C2=O	75	102	86	98	99	85	89	102
CCOC(=O)c1c(C)oc2ncnc(N3CCN(C(=O)COc4ccc(I)cc4)CC3)c12	80	101	85	72	82	83	76	100
CN1NC(=O)c2ccccc2NC1=S	112	106	106	105	96	99	99	93
O=C(CSc1nnc2n(Cc3ccccc3)c(=O)c3c4c(sc3n12)CCCC4)c1ccccc1	100	107	94	95	106	75	95	nt
O=[N+]([O-])c1ccccc1N=Nc1c(O)[nH]c2ccc(F)cc12	91	101	102	98	90	96	94	25
COc1ccc2c(c1)CC1OCCc3cc(OC)c(OC)c-2c31 (centres undefined)	88	107	101	95	91	88	87	95
COC(=O)c1cc(=O)c2c(ccc3oc(=O)ccc32)[nH]1	96	110	90	95	86	97	107	107
Cc1cccc(Cc2cnc(NC(=O)c3ccc(-n4cnnn4)cc3)s2)c1	19	28	53	96	86	70	63	34
c1ccc2c3c(ccc2c1)CCCC3	114	112	86	nt	105	96	95	112
CC(N)CC1CC2CCC1C2 (centres undefined)	nt	103	115	142	108	91	111	105
COc1cc(-c2nc(/C=C3/C(=O)N(C)c4ccccc43)c3ccccn23)cc(OC)c1OC	99	110	98	112	42	92	89	118
CN1CCN(c2ccc(Nc3nc(NCCNC(=O)c4ccc(F)cc4)c4sccc4n3)cc2)CC1	20	47	23	99	0.6*	38	32	48
Cc1c(C(=O)N[C@H]2CCCN(Cc3ccccc3)C2)nn(-c2ccc(Cl)cc2Cl)c1-c1ccc(Cl)cc1	52	97	56	74	33	80	42	72
Cc1c(C(N)=O)sc2ncn(Cc3ccccc3)c(=O)c12	97	54	114	95	93	138	59	99
O=[N+]([O-])c1c(Cl)c(Cl)c(O)c(Cl)c1Cl	81	111	73	99	85	114	105	115
O=C1/C(=C/c2ccc([N+](=O)[O-])cc2)Oc2ccc(O)cc21	42	95	19	51	43	73	34	-63*
Nc1ccc2ccccc2c1S(=O)(=O)O	86	105	53	98	nt	61	93	110
Cc1ccc(C(=O)C/C(=C/c2ccc(-c3ccc(Cl)cc3)o2)C(=O)NCc2ccccc2)cc1	109	98	94	104	nt	113	96	96
NC(=O)N/N=C/c1ccc([N+](=O)[O-])o1	115&112&117	113&118&102	104&113&113	93&106&104	114&88	84&100&71	132&95&98	99&100&106
O=C(/C=C/c1ccc([N+](=O)[O-])cc1)c1ccc(NC(=O)c2ccccc2CN2C(=O)c3ccccc3C2=O)cc1	79	83	74	102	36	74	nt	79
CC(C)CCc1nc2ccc(NCc3ccc(OCCN4CCCCCC4)cc3)cc2[nH]1	15	99	65	83	22	72	74	80
O=C(c1cc(-c2ccc(F)cc2F)ccc1O)N1CCN(c2ccc(Br)cc2)CC1	43	85	64	89	92	80	78	64
C=C(C)C(=O)O[C@H]1C[C@@]2(C)OC(=CC2=O)/C(C)=C\[C@H]2OC(=O)C(=C)[C@H]12	nt	-57*	-4.2*	59	-20*	-32*	-15*	-53*
O=C(Nc1ccc(F)c(F)c1)c1cc(-c2ccc(F)cc2F)ccc1O	12	1.2*	2.7*	19	33	15	-11*	-8.5*
S=c1cc(S)c2ccccc2[nH]1	100&98	105&94	101&87	98&80	92	102&92	102&85	94&82
Cc1c(C(=O)Nc2ccccc2F)sc2c(=O)[nH]cnc12	47	6.8*	82	96	28	90	97	106
COc1cc(-c2nc(C(=O)NCCCC(=O)NO)nn2-c2ccc(Cl)cc2)cc(OC)c1OC	109	98	109	102	120	109	108	99
O=C(Cc1ccccc1)Nc1ccccc1-c1nc2ccccc2c(=O)[nH]1	36	23	82	72	nt	84	98	79
COc1ccc(C/C(C)=C(/c2ccc(OCCN3CCOCC3)cc2)c2ccc(OC(=O)c3ccccc3)cc2)cc1	101	106	77	87	83	87	97	110

For reference, some entries already given.
smiles	K-562	MDA-MB-435	MOLT-4	HOP-62	SR	CCRF-CEM	RPMI-8226	MDA-MB-468
O=C(Cc1ccccc1)Nc1ccccc1-c1nc2ccccc2c(=O)[nH]1	36	23	82	72	nt	84	98	79
COc1ccc(C/C(C)=C(/c2ccc(OCCN3CCOCC3)cc2)c2ccc(OC(=O)c3ccccc3)cc2)cc1	101	106	77	87	83	87	97	110

Quoted from the listing.
`CC(N)CC1CC2CCC1C2` (centres undefined) @ CCRF-CEM: 91
`NC(=O)N/N=C/c1ccc([N+](=O)[O-])o1` @ HOP-62: 93&106&104
`COC(=O)c1cc(=O)c2c(ccc3oc(=O)ccc32)[nH]1` @ RPMI-8226: 107

Continued:
smiles	K-562	MDA-MB-435	MOLT-4	HOP-62	SR	CCRF-CEM	RPMI-8226	MDA-MB-468
CCOc1nc(-c2ccccc2)cc2c(O)c(C(=O)N/N=C/c3ccc(Cl)cc3)[nH]c(=O)c12	86	105	68	105	73	80	65	72
COc1cc(-c2nc3c(c(C)nc4c3nnn4-c3cc(OC)c(OC)c(OC)c3)c(=O)o2)cc(OC)c1OC	110	107	110	nt	105	100	106	115
COc1ccc(-c2nc3sccn3c2-c2ccnc(NCCNS(=O)(=O)c3cccc4ccccc34)n2)cc1	79	106	71	110	nt	100	99	91
N#C/C(=C/c1ccc(Cl)cc1)C(=O)O	104	106	99	90	102	98	104	110
Nc1nonc1-c1nc2ccccc2n1Cc1ccccn1	33	15	109	91	nt	77	85	51
CC(=O)Nc1ccc(S(=O)(=O)Nc2ccc([N+](=O)[O-])cc2)cc1	114&96&93	94&115&104	95&104&111	106&112&91	95&116	98&104&87	109&104&68	113&111&105
CC1(C)C(N)=Nc2cc3c(cc21)OCCCC1c2ccccc2CN1CCCO3 (centres undefined)	52	101	94	97	70	92	77	88
CCN1C(=S)N(c2ccccc2)C2NC(=S)N(/N=C/C=C/c3ccccc3OC)C21 (centres undefined)	8.7*	-31*	9.5*	37	8.8*	9.3*	13	6.6*
Cc1cc2c(-c3nc4ccc(Cl)cn4c3N)c(O)c(O)cc2c(O)c1-c1c(C)cc2c(-c3nc4ccc(Cl)cn4c3N)c(O)c(O)cc2c1O	82	68	60	73	83	71	97	50
CSc1nc(NCc2ccccc2)c(C#N)c(-c2cccc(N)c2)n1	87	97	88	82	nt	97	89	101
COc1ccc2c(c1)c(-c1nonc1-c1c[nH]c3ccc(Br)cc13)cn2C	12	6.3*	18	30	15	34	46	52
C=C(C=O)[C@@H]1CC[C@]2(CO)CC[C@]3(C)[C@H](CC[C@@H]4[C@@]5(C)CCCNC(C)(C)[C@@H]5CC[C@]43C)[C@@H]12	-1.2*	76	28	89	3.7*	2.5*	nt	49
C=C1CCC2C3(C)COC(c4ccc(F)cc4)OC3CCC2(C)C1C/C=C1/C(=O)OCC1O (centres undefined)	12	-36*	8.6*	-3.8*	7.6*	11	6.7*	-50*
O=C(OCC1CO1)c1cccs1 (centres undefined)	96	108	112	99	84	99	91	91
COC(=O)c1nc(-c2ccccc2)oc1N1CCCCC1	84	98	83	100	85	80	92	101
O=C(CCC(=O)OCCOc1ccccc1)OCCOc1ccccc1	127	97	131	98	nt	nt	102	98
Cc1nnc(Nc2nc(O)c(C3=c4cc(Cl)ccc4=NC3=O)s2)s1	97	99	102	111	101	99	95	101
CC[n+]1ccc(/C=C/c2ccc(O)c(OC)c2)cc1	97	103	104	96	96	103	102	89
C/C=C(\C)C(C(=O)NC1CCCCC1)N(C(=O)C1CCc2cc(F)ccc2O1)c1cccc(C(F)(F)F)c1 (centres undefined)	98	106	96	82	106	106	103	93
O=S(O)CO	100	110	98	92	98	100	nt	106
Nc1c2c(nc3ccc(Cl)cc13)CC(c1ccccc1)CC2=O (centres undefined)	18	-40*	51	54	14	44	26	-5.3*
N#CC1(O)CCCCC1	102	99	102	95	92	nt	105	108
CSc1nccc(=S)[nH]1	96	105	90	111	94	107	99	nt
O=C(/C=C/c1cn(-c2ccccc2)nc1-c1ccccc1)NNC(=O)Nc1ccc(Br)cc1	103	100	103	103	96	87	98	103
CCNc1ccc2c(c1)Cc1ccccc1-2	113	108	111	93	110	94	101	101
COC(=O)C1=C(C(=O)ON)C2C=CC1(C(Cc1ccccc1)Nc1ccccc1)O2 (centres undefined)	-1.6*	95	13	105	4.9*	-7.9*	12	-45*
CC(=O)OCC1OC(N=[N+]=[N-])C(OC(C)=O)C(OC(C)=O)C1OC(C)=O (centres undefined)	108	109	85	106	112	107	100	102
COc1cc(/C=N\NC(=O)CN2CCN(c3cc4c(cc3F)c(=O)c(C(=O)N/N=C/c3cc(OC)c(OC)c(OC)c3)cn4C3CC3)CC2)cc(OC)c1OC	5.1*	-45*	0.7*	-12*	3.0*	4.3*	0.7*	-31*
O=C(NCCCNc1cc(-c2cn(-c3ccccc3)nc2-c2cccc(O)c2)ccn1)c1ccccc1	-4.2*	-10*	nt	47	-26*	37	-7.5*	-61*
Cc1nc(-c2ccccc2)cc2c(O)c(C(=O)N/N=C/c3ccc(N(C)C)cc3)[nH]c(=O)c12	63	87	23	77	nt	97	-12*	78

Continuation:
Values run as follows: K-562	MDA-MB-435	MOLT-4	HOP-62	SR	CCRF-CEM	RPMI-8226	MDA-MB-468
- COc1ccc(-c2nc(N=Nc3c(O)[nH]c4ccc(Br)cc34)[nH]c(=O)c2C#N)cc1OC
  101	106	98	95	100	99	97	104
- CC(=O)Nc1cc(OC(C)=O)nc2c1CCC2
  98	112	95	92	nt	88	99	122
- Cn1cc(-c2csc(-c3cn(CCCN4CCOCC4)c4ccc(F)cc34)n2)c2cccnc21
  0.5*	65	32	72	48	36	35	49
- Cc1cc(O)c(C(C)C)cc1N=Cc1cc(Cl)ccc1O
  90	112	94	101	102	79	92	74
- Cc1ccc(S(=O)(=O)N/N=C/C=C/C=N/NS(=O)(=O)c2ccc(C)cc2)cc1
  94	102	97	108	101	92	90	102
- Fc1ccc(COc2ccc(Nc3ncnc4sc5c(c34)CCCC5)cc2Cl)cc1
  95	98	87	78	89	97	81	53
- COc1ccc(/C=C2/SC(=O)N(CC(=O)N3CCN(c4cc5c(cc4F)c(=O)c(C(=O)O)cn5C4CC4)CC3)C2=O)cc1
  110	102	108	98	94	107	119	108
- Nc1cc(Cl)ccc1[N+](=O)[O-]
  107	101	96	99	94	107	107	111

Molecules from the list above that contain an aryl methoxy group (12):
Values run as follows: K-562	MDA-MB-435	MOLT-4	HOP-62	SR	CCRF-CEM	RPMI-8226	MDA-MB-468
- COc1ccc2c(c1)CC1OCCc3cc(OC)c(OC)c-2c31 (centres undefined)
  88	107	101	95	91	88	87	95
- COc1cc(-c2nc(/C=C3/C(=O)N(C)c4ccccc43)c3ccccn23)cc(OC)c1OC
  99	110	98	112	42	92	89	118
- COc1cc(-c2nc(C(=O)NCCCC(=O)NO)nn2-c2ccc(Cl)cc2)cc(OC)c1OC
  109	98	109	102	120	109	108	99
- COc1ccc(C/C(C)=C(/c2ccc(OCCN3CCOCC3)cc2)c2ccc(OC(=O)c3ccccc3)cc2)cc1
  101	106	77	87	83	87	97	110
- COc1cc(-c2nc3c(c(C)nc4c3nnn4-c3cc(OC)c(OC)c(OC)c3)c(=O)o2)cc(OC)c1OC
  110	107	110	nt	105	100	106	115
- COc1ccc(-c2nc3sccn3c2-c2ccnc(NCCNS(=O)(=O)c3cccc4ccccc34)n2)cc1
  79	106	71	110	nt	100	99	91
- CCN1C(=S)N(c2ccccc2)C2NC(=S)N(/N=C/C=C/c3ccccc3OC)C21 (centres undefined)
  8.7*	-31*	9.5*	37	8.8*	9.3*	13	6.6*
- COc1ccc2c(c1)c(-c1nonc1-c1c[nH]c3ccc(Br)cc13)cn2C
  12	6.3*	18	30	15	34	46	52
- CC[n+]1ccc(/C=C/c2ccc(O)c(OC)c2)cc1
  97	103	104	96	96	103	102	89
- COc1cc(/C=N\NC(=O)CN2CCN(c3cc4c(cc3F)c(=O)c(C(=O)N/N=C/c3cc(OC)c(OC)c(OC)c3)cn4C3CC3)CC2)cc(OC)c1OC
  5.1*	-45*	0.7*	-12*	3.0*	4.3*	0.7*	-31*
- COc1ccc(-c2nc(N=Nc3c(O)[nH]c4ccc(Br)cc34)[nH]c(=O)c2C#N)cc1OC
  101	106	98	95	100	99	97	104
- COc1ccc(/C=C2/SC(=O)N(CC(=O)N3CCN(c4cc5c(cc4F)c(=O)c(C(=O)O)cn5C4CC4)CC3)C2=O)cc1
  110	102	108	98	94	107	119	108

Screening results (PubChem)
